AMA1 RON2 block: AMA1-RON2 (P. falciparum) interaction inhibition; AlphaScreen AMA1-biotinylated RON2 peptide binding; Potency, µM (series often up to 58.2 µM), for the others: at the highest dose activity change, negative = inhibition, actives largely listed as inhibitors; actives 0.2% (n = 360,000);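 further: potency means the concentration at half of the fitted maximal effect; 0% = vehicle wells and -100% = peptide control; nearly all actives have a fitted effect of over 45% in size; some results filed as inactive show a strong effect at the top dose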
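AMA1 (3D7) with his tag at 25 nM final met compounds first, then biotinylated RON2 peptide at 25 nM; detection used donor plus acceptor beads, 10 µg/mL apiece, read by AlphaScreen after 30 min at room temperature.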
HCMV inh: blocks human cytomegalovirus replication. HFF cells, HCMV-luciferase reporter, 72 h; hits give low values. activity change, negative = inhibition, % at 57.5 µM. actives 4.5% (n = 410,000). AID 1259415; in the data active means activity change below about -60%; inconclusive means no clear call, values can overlap the other calls; inactive means above about -39%
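HFF cells seeded 16 h at 37C, treated with compounds, infected with luciferase-reporter HCMV at MOI 1 PFU/cell; luciferase read at 72 h post infection, normalized to buffer-only and Salinomycin controls.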
AmpC detergent: inhibitors of E. coli AmpC beta-lactamase with detergent. AmpC hydrolysis of nitrocefin, absorbance 480 nm, 0.01% Triton. Potency, µM (top dose mostly 114 µM), for the others: at the top dose activity change, negative = inhibition, most hits filed as inhibitors. actives 0.041% (n = 370,000). AID 485294;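 further: potency means the concentration at half of the fitted maximal effect; 0% = no-compound wells and -100% = no-enzyme wells; nearly all actives have a fitted effect of over 25% in size; some results filed as inactive show a strong effect at the top dose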
Target sequence (P00811 whole entry, looked up): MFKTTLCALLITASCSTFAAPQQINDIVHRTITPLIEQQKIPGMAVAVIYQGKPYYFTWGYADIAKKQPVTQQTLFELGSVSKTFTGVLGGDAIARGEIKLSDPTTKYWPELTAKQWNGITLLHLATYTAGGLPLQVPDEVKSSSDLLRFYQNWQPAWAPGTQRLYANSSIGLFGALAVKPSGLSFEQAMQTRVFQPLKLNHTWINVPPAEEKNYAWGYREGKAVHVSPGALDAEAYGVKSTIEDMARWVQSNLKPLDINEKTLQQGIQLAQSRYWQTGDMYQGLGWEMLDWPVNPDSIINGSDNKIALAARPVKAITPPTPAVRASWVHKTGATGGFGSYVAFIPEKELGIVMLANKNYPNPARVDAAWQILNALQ
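AmpC (5.3 nM in the dispensed reagent) in 20 mM phosphate pH 7.0 with 0.01% (detergent screen) or 0.0001% Triton X-100 was preincubated with compounds for 15 min at room temperature. Nitrocefin was then added from an 800 uM solution, and hydrolysis was followed at 480 nm.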
AmpC inh no detg: AmpC beta-lactamase inhibition without detergent; actives 0.52% (n = 330,000); AmpC nitrocefin hydrolysis, absorbance 480 nm, 0.0001% Triton; P00811; Potency, µM (titrated, usually from 57.1 µM), without a hit: at the highest dose activity change, negative = inhibition, actives largely listed as inhibitors;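 further: potency means the concentration at half of the fitted maximal effect; plate controls were no compound for no effect and no enzyme for full effect; nearly all actives have a fitted effect of over 20% in size; some results filed as inactive show a strong effect at the top dose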
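AmpC (5.3 nM in the dispensed reagent) in 20 mM phosphate pH 7.0 with 0.01% (detergent screen) or 0.0001% Triton X-100 was preincubated with compounds for 15 min at room temperature. Nitrocefin was then added from an 800 uM solution, and hydrolysis was followed at 480 nm.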
TbPYK inhibitor: inhibitors of Trypanosoma brucei pyruvate kinase; AID 624173; actives 0.12% (n = 410,000); Potency, µM (titrated, usually from 76.8 µM), without a hit: at the highest dose activity, negative = inhibition, most hits filed as inhibitors; TbPYK enzyme, Kinase-Glo Plus ATP luminescence, 45 min; further: potency means the concentration at half of the fitted maximal effect; nearly all actives have a fitted effect of over 50% in size
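TbPYK + substrate in 50 mM TEA pH 7.2, 100 mM KCl, 10 mM MgCl2, 0.05% BSA, 0.01% Tween-20; cpd pinned; ADP 130 uM final; 45 min RT; Kinase-Glo Plus 10 min; luminescence endpoint.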
LmPK inhibitor: LmPK (Leishmania mexicana) enzyme inhibition; purified LmPK, Kinase-Glo ATP luminescence, 1 h; Potency, µM (titrated, usually from 57.5 µM), inactives show at the highest dose activity change, negative = inhibition, usual class: inhibitors; AID 1721; actives 0.37% (n = 290,000); Q27686; further: potency means the concentration at half of the fitted maximal effect
Target sequence (Q27686 whole entry, looked up): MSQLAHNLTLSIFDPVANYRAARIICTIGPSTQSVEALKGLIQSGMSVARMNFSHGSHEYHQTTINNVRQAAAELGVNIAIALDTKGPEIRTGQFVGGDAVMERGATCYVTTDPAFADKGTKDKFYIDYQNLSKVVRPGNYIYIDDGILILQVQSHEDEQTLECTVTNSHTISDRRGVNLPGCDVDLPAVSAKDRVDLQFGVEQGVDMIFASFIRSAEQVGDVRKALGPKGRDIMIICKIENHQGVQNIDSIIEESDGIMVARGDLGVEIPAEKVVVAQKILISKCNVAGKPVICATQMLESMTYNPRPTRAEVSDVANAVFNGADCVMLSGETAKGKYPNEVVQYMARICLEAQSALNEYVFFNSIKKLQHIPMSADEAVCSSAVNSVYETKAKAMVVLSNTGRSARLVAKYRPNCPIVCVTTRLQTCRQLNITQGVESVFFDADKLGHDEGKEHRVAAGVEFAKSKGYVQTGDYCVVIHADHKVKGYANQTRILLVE
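0.1 nM LmPK, 0.5 mM PEP, 0.1 mM ADP; 50 mM imidazole pH 7.2, 7 mM MgCl2, 50 mM KCl; 1 h RT. Kinase-Glo luminescence readout, normalized to no-enzyme (full inhibition) and uninhibited wells.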
Sm TGR inh: blocks Schistosoma mansoni thioredoxin glutathione reductase | Q962Y6 | purified TGR, DTNB reduction, TNB absorbance 405 nm | Potency, µM (series often up to 114 µM), without a hit: at the highest dose activity change, negative = inhibition, actives largely listed as inhibitors | actives 3% (n = 360,000) | AID 485364; further: potency means the concentration at half of the fitted maximal effect; nearly all actives have a fitted effect of over 60% in size
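First, TGR (20 nM dispensed) and NADPH were mixed with compound. Second, a 15 min room-temperature incubation followed. Third, further NADPH and then DTNB were added to start the reaction. Finally, TNB absorbance was monitored kinetically.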
An asterisk follows results filed as active; ? = inconclusive; . = not tested or not shown; & = joins results of further samples; [ ] = another dose, or the depositor's remark. Unless noted, the call rests on the fitted dose curve; in most records, active means well fitted curve in the direction sought with a large enough effect; inconclusive means small, poorly fitted or top-dose-only effect, or another doubt; inactive means no such curve, though single readings can be large; an effect the other way counts as inactive or inconclusive. Unless noted, on the % scale 0 is the no-effect control and ±100 the full control effect.

SMILES | AMA1 RON2 block | HCMV inh | AmpC detergent | AmpC inh no detg | TbPYK inhibitor | LmPK inhibitor | Sm TGR inh
O=C(CN(C(=O)CNC(=O)c1cccs1)c1ccccc1F)NC1CCCCC1 | -18.0% | ? | -12.9% | 14.2% | -1.0% | 0.7% | -0.1%
O=C(NNC(=O)c1ccccc1[N+](=O)[O-])c1ccco1 | -21.9% | -20.5 | 10.6% | -8.6% | -11.4% | -12.9% | -20.0%
CC1CC(C)CN(CC(O)COc2ccc3c(c2)CCC3)C1 (stereo not drawn) | 4.7% | ? | -11.0% | -10.7% | 5.3% | -1.1% | 4.9%
Cc1ccc(OCCCSc2nc(-c3ccc(C(C)(C)C)cc3)nc3cc(=O)[nH]n23)cc1C | . | ? | -8.7% | . | 0.0% | . | -12.0%
COc1cc(/C=N/NC(=O)C(=O)NCc2cccnc2)ccc1O | 0.3% | -18.3 | -1.2% | 2.5% | -3.3% | -0.8% | -3.2%
O=C(CCNC(=O)C1CCN(S(=O)(=O)c2ccc(F)cc2)CC1)NCc1ccccn1 | -2.9% | -28.2 | . | . | -14.7% | . | .
CN1C(=O)c2ccccc2Sc2ccc(NC(=O)COc3ccc(Cl)cc3)cc21 | . | -24.4 | -1.1% | . | 6.6% | . | 6.7%
CCN1C=C(C(=O)OC)C(c2cccc(C)c2)C(C(=O)OC)=C1 | 55.9%[activator] | -21.7 | -6.9% | 22.0% | -1.3% | 15.0% | -21.4%[11.4 µM]
CCOc1ccc(C(=O)NCCc2ccc3c(c2)OCCO3)cc1 | -2.7% | -3.5 | 0.5% | -27.6% | 1.1% | 0.8% | -7.0%
O=C(CSc1ccccc1C(=O)O)NCc1ccc(Cl)cc1 | 3.7% | 12.6 | -9.7% | -21.9% | -0.9% | -2.7% | -11.7%
O=C(NNc1c2ccccc2nc2ccccc12)c1ccc(O)cc1 | -3.1% | ? | ? | -57.7% | -10.8% | -9.4% | -1.6%
Cc1ccc(OCC(=O)OCc2cc(=O)n3nc(-c4cccs4)sc3n2)cc1C | . | 5.7 | 22.8% | . | -2.2% | . | -1.5%
CCOC(=O)C1=C(N)N(c2ccccc2)C(=O)C1 | -2.6% | -3.3 | -9.2% | -11.1% | ? | 2.8% | -3.4%
COc1ccc(CNC(=O)C2CC(O)CN2C(=O)Nc2ccccc2)cc1 (stereo not drawn) | 0.0% | -3.0 | ? | -17.7% | -7.3% | -0.4% | -0.7%
NC1=NC(c2cccc(O)c2)n2c(nc3ccccc32)N1 (stereo not drawn) | -3.5% | -1.7 | -12.3% | -14.4% | 4.8% | 0.2% | -12.6%
CCOc1ccc(C2=C(C(C)=O)Sc3nnc(C)n3N2C(C)=O)cc1 | . | -10.6 | -1.6% | . | 2.7% | . | 18.1%
COc1ccc(/C=N/NC(=O)c2ccc(NC(C)=O)cc2)cc1COc1ccc(F)cc1F | -11.2% | -24.5 | 1.3% | -33.8% | 1.7% | 0.0% | 7.7%
Cc1ccc(C(=O)O[C@H](C(=O)O)[C@H](OC(=O)c2ccc(C)cc2)C(=O)O)cc1 | -8.6% | -36.5 | -11.4% | -5.6% | -8.9% | 1.4% | -3.8%
C=CCONC(=O)Cc1ccccc1 | 9.9% | -2.9 | . | -9.2% | -0.1% | . | .
CN(C)C(=O)Nc1ccccc1 | -2.8% | 22.2 | -7.1% | -10.2% | 3.4% | -0.1% | 24.5%
COc1cc(CCC(=O)Nc2ccc(S(=O)(=O)N3CCOCC3)cc2)cc(OC)c1OC | 5.3% | ? | -13.0% | -5.3% | -2.9% | . | -2.8%
CCOC(=O)N1CCN(S(=O)(=O)c2ccc3c(c2)OCC(=O)N3)CC1 | -2.5% | 74.0 | 1.4% | -0.8% | 1.6% | 10.6% | 4.3%
O=C(CCCN=C1NS(=O)(=O)c2ccccc21)OCC(=O)c1ccc(Br)cc1 | -2.1% | 26.5 | 5.0% | -28.4% | 5.8% | -0.4% | -18.2%
CCOc1cccc(N(C(=O)C2COc3ccccc3O2)C(C(=O)NC2CCCCC2)c2ccc(O)cc2)c1 (stereo not drawn) | -18.4% | 117.6 | -4.1% | -40.6% | -0.1% | -1.3% | -5.4%
O=C(c1ccc2ncsc2c1)N1CCCC(C(F)(F)F)C1 (stereo not drawn) | 21.4% | -19.5 | 9.0% | -2.9% | -9.5% | . | 4.0%
COc1ccc(-c2nn(C)c(=O)c3ccccc23)cc1NC(=O)COc1ccccc1 | -16.7% | 24.0 | -1.1% | 109.2%[activator] | 3.6% | -0.4% | 7.2%
c1nnc2c3c4c(sc3ncn12)CCC4 | 50.0%[activator] | -65.9* | -20.6% | -5.0% | -8.4% | -0.8% | -7.8%
CCOC(=O)c1[nH]cnc1C(=O)Nc1ccc(C)cc1 | 101.6%[activator] | -19.4 | 1.7% | -8.7% | 0.9% | 1.9% | 0.7%
COc1ccc(C)cc1NC(=O)C(OC(=O)c1ccc([N+](=O)[O-])o1)c1ccccc1 (stereo not drawn) | -17.0% | 2.7 | -14.5% | -24.9% | -23.8% | 0.9% | -21.2%
Cc1ccc(OCCC(=O)OCC(=O)N2CC(=O)Nc3ccccc32)cc1 | 8.1% | -2.3 | -2.2% | -9.7% | 5.7% | . | -32.3%
COC(=O)CN1C(C(=O)c2ccccc2)=C(OC(=O)c2ccc(C)cc2)c2ccccc2S1(=O)=O | . | 0.4 | 0.9% | . | -1.9% | . | -6.6%
CCCCCCn1c(=O)c(C(=O)Nc2c(C)n(C)n(-c3ccccc3)c2=O)c(O)c2ccccc21 | 21.1% | ? | ? | -1.3% | 6.2% | 2.6% | -0.4%
COc1ccccc1C(=O)Nc1ccnn1C1CCN(CCC(C)c2ccc(C)o2)CC1 (stereo not drawn) | -3.9% | 22.2 | ? | 102.0%[activator] | -8.9% | 1.8% | ?
O=C(CN1CCc2ccccc2C1)Nc1ccc(Br)cc1 | -2.0% | 14.2 | ? | -18.7% | . | 10.2% | 0.9%
COc1cc(C2c3c(oc4ccccc4c3=O)C(=O)N2Cc2ccco2)ccc1O (stereo not drawn) | -9.6% | 17.4 | 3.8% | -9.1% | -3.0% | 3.5% | -4.4%
CCOc1ccc(NC(=O)c2ccccc2NC(=O)CNC2CCCC(C)C2C)cc1 (stereo not drawn) | -1.1% | -65.6* | . | -22.6% | 0.0% | . | .
O=C(Nc1cccc(C(F)(F)F)c1)C1CCN(S(=O)(=O)c2cnc[nH]2)CC1 | -10.5% | 18.0 | -6.2% | -18.9% | 1.9% | -6.5% | -18.2%
CCOc1ccc(/C=C/C(=O)NCc2ccccc2)cc1 | -7.0% | -36.5 | 0.6% | -16.4% | -8.1% | 1.2% | -1.8%
CCCC(=O)NC(NC(=S)Nc1ccc(N=Nc2ccccc2)cc1)C(Cl)(Cl)Cl (stereo not drawn) | 4.3% | -70.1* | -5.6% | -15.0% | -5.2% | 1.1% | 5.2%
O=C(CCCC(=O)N(c1cccc(F)c1)C(C(=O)NC1CCCC1)c1ccc(O)cc1)Nc1ccccn1 (stereo not drawn) | -14.5% | -1.2 | -6.1% | 21.4% | -3.6% | -1.2% | -23.4%
CCOC(=O)c1sc(N)c(C#N)c1CSc1nc2ccc(C)cc2[nH]1 | 4.2% | -2.2 | 0.7% | . | -10.5% | 2.8% | 8.3%
O=C(CCC(=O)N(CC(=O)NC1CCCCC1)c1ccc(F)cc1)Nc1nccs1 | 0.5% | -17.5 | 7.2% | -10.0% | 1.5% | 3.2% | 1.6%
CC1=Nn2c(nc(-c3ccccc3)c2-c2ccccc2)N(CC(N)=O)C(=O)C1 | -5.7% | 26.0 | -13.2% | 48.0% | -7.3% | -2.0% | 0.0%
CCC1CN(C(=O)NCc2ccc(C)cc2)c2ccccc2O1 (stereo not drawn) | 8.0% | 31.6&-13.1 | -7.7%&2.6% | -0.8% | 8.0%&1.4% | -0.2% | -15.4%&-13.1%
COc1ccccc1-n1c(O)c(/C=C2\C=Nc3ccccc32)c(=O)[nH]c1=O | 1.9% | 64.4 | -8.1% | -30.5% | 3.3% | 0.8% | -30.0%
CCCCCCCC1CC(=O)C=C(C)C1C(=O)OCC (stereo not drawn) | 8.8% | -21.0 | 2.8% | 32.9% | -1.7% | 5.4% | -10.4%
CCCn1c(N)c(C(=O)CSc2nnc(-c3cccnc3)n2-c2ccc(C)cc2C)c(=O)[nH]c1=O | -2.2% | ? | ? | 1.5% | -13.3% | 0.8% | 1.5%
COc1ccc(S(=O)(=O)N(CC(=O)NCc2ccco2)c2ccccc2OC)cc1 | -7.4% | -64.8* | -18.4% | 19.5% | 1.7% | -0.7% | -31.2%
CN(CC(=O)Nc1cccc(F)c1)C(=O)c1ccc(N2CCCC2)c([N+](=O)[O-])c1 | -8.6% | -61.3* | 3.5% | -13.1% | 2.7% | . | 5.9%
CC(C)C(NS(=O)(=O)c1ccc2c(c1)oc(=O)n2C)C(=O)NCCc1ccccc1 (stereo not drawn) | . | 8.6 | -13.9% | . | 0.8% | . | 1.6%
Cc1ccc(C)c(S(=O)(=O)NCc2ccc3c(c2)OCO3)c1 | -10.8% | -8.9 | -6.7% | -33.0% | -10.1% | -8.4% | -5.7%
O=C(CCCc1c[nH]c2ccccc12)Nc1ccc2ccccc2c1 | -26.5% | 31.2 | -7.8% | -47.0% | -6.3% | 2.0% | 1.0%

Complete entries, quoted from the list:
Record of Cc1ccc(C)c(S(=O)(=O)NCc2ccc3c(c2)OCO3)c1 → AMA1 RON2 block: -10.8%; HCMV inh: -8.9; AmpC detergent: -6.7%; AmpC inh no detg: -33.0%; TbPYK inhibitor: -10.1%; LmPK inhibitor: -8.4%; Sm TGR inh: -5.7%
Record of O=C(c1ccc2ncsc2c1)N1CCCC(C(F)(F)F)C1 (stereo not drawn) → AMA1 RON2 block: 21.4%; HCMV inh: -19.5; AmpC detergent: 9.0%; AmpC inh no detg: -2.9%; TbPYK inhibitor: -9.5%; LmPK inhibitor: .; Sm TGR inh: 4.0%

Look-ups from the list.
`CCOC(=O)N1CCN(S(=O)(=O)c2ccc3c(c2)OCC(=O)N3)CC1` in AmpC detergent shows 1.4%
`CN(C)C(=O)Nc1ccccc1` in AMA1 RON2 block shows -2.8%

High-throughput results as filed in PubChem.

Rows are unselected (roughly 7.4% active in at least one column).
